PAD4 FP inh – blocks human protein arginine deiminase 4 | Q9UM07 | recombinant PAD4, RCA probe fluorescence polarization | inhibition, % at 6.36 µM | 330,000 compounds, 0.41% hits | AID 485272;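 active = percent inhibition above a cutoff equal to the mean of all tested compounds plus 3 SD, cut at about 15% in these data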;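 also: 0% = PAD4 with RCA probe and DMSO and 100% = probe without PAD4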
MCL1 BIM primary – inhibitors of human MCL1 binding to BIM-BH3 peptide; GST-MCL1 / FITC-Bim-BH3 fluorescence polarization; inhibition, % at 10.9 µM; AID 2057; 320,000 compounds, 0.68% hits; Q07820;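 active = inhibition above the mean inhibition of all tested compounds plus 3 SD, set per campaign, cut at about 40% in these data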;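 also: 0% = DMSO wells and 100% = unlabeled Bim-BH3 peptide control; higher means more loss of mP so more displacement of Bim peptide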
Target sequence (Q07820 whole entry, looked up): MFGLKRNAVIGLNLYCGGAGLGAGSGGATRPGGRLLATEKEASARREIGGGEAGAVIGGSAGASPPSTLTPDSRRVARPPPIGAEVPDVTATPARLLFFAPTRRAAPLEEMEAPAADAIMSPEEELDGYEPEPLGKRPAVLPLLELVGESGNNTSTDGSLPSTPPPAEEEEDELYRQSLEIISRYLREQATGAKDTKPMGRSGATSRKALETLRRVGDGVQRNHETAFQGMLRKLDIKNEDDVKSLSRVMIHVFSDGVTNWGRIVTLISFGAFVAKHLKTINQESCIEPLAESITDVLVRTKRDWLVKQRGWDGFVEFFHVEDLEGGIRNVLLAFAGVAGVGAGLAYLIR
Bcl-xL primary – inhibitors of human Bcl-xL; GST-Bcl-xL / FITC-Bim BH3 peptide fluorescence polarization; inhibition, % at 10.9 µM; AID 2129; 320,000 compounds, 0.7% hits; Q07817;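 active = inhibition above the mean of all tested compounds plus 3 SD, cutoff set per campaign, cut at about 30% in these data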;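 also: 0% = DMSO wells and 100% = unlabeled Bim-BH3 peptide competitor; inhibitors lower millipolarization by displacing the labeled peptide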
Target sequence (Q07817 whole entry, looked up): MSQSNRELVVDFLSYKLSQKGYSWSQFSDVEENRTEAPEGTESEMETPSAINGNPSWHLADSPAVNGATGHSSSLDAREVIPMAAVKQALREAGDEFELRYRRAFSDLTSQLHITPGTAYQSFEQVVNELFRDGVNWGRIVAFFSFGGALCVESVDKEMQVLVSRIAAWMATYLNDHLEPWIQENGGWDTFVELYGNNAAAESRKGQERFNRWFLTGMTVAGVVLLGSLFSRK
MEX-5 binding – C. elegans MEX-5 TCR-2 RNA binding activity. activity score (negative = inhibition of binding), % at 10 µM. Q9XUB2. 300,000 compounds, 0.38% hits. MEX-5/FITC-TCR2 RNA binding, fluorescence polarization; hits give low values. AID 1832;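 active = inhibition past about -25% in most replicates, and total fluorescence under double the plate's negative control median, limit read from the data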;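 also: 0% = DMSO and -100% = 5 µM competing unlabeled TCR2 RNA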
Fam108B inh – blocks mouse Fam108B hydrolase in RBBP9 counter-screen; recombinant Fam108B, FP-Rh probe fluorescence polarization; inhibition, % at 9.51 µM; 300,000 compounds, 0.33% hits;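 active = inhibition above the screen mean inhibition plus 3 SD, computed separately per campaign, cut at about 18% in these data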;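 also: inhibitors lower polarization as less probe binds the enzyme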
PME-1 inh – PME-1 (human) inhibition. AID 2130. 320,000 compounds, 0.53% hits. recombinant PME-1, FP-Rh probe fluorescence polarization. Q9Y570. inhibition, % at 5.9 µM;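 active = inhibition above the campaign mean of all compounds plus 3 SD, cut at about 26% in these data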;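 also: competitive labeling of PME-1 active site by serine hydrolase directed probe; 0% = PME-1 with DMSO and 100% = wells lacking PME-1 enzyme; inhibitors block probe labeling so polarization falls and inhibition rises; many of its hits are not listed in these tables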
GLD-1 RNA inh – GLD-1-TGE RNA interaction inhibition (C. elegans) | Q17339 | purified GLD-1 + fluorescein TGE RNA, fluorescence polarization | inhibition, % at 5.96 µM | 320,000 compounds, 0.44% hits | AID 2280;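 active = percent inhibition above a per-plate cutoff, the plate mean of test compounds plus 3 SD, cut at about 30% in these data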;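 also: 0% = DMSO wells with GLD-1 and probe and 100% = wells lacking GLD-1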
Target sequence (Q17339 whole entry, looked up): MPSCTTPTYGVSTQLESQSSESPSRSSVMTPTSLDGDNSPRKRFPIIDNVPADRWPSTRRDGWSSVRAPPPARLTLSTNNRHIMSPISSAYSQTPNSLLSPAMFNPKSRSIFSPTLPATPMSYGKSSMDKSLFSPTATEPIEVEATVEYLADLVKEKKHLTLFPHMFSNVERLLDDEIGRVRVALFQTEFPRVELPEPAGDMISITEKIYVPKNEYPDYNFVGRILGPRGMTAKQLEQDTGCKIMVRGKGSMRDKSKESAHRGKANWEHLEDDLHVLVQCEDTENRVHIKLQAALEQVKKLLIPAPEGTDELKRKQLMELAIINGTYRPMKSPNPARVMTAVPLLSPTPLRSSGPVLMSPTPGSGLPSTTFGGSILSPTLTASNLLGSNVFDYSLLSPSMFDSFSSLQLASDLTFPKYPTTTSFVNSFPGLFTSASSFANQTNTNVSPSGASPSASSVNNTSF
GSTO1 inh – counter-screen for RBBP9 inhibitors: inhibitors of human GSTO1. recombinant GSTO1, activity-based probe fluorescence polarization. 300,000 compounds, 1.1% hits. P78417. AID 1974. inhibition, % at 5.96 µM;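 active = inhibition above the campaign mean inhibition plus 3 SD, cut at about 35% in these data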;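 also: 0% = GSTO1-1 with DMSO and 100% = wells lacking GSTO1-1 enzyme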
TPT1 inhibitor – inhibitors of Candida albicans tRNA 2'-phosphotransferase TPT1; recombinant caTPT1, FP RNA substrate dephosphorylation; inhibition, % at 5 µM; 300,000 compounds, 0.81% hits;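 active = inhibition above the mean of all tested compounds plus 3 SD, set per screening campaign, cut at about 24% in these data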;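 also: plate controls were DMSO alone for no effect and ferristatin control at 100 nM for full effect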
The depositor's hits bear a star. This is a subset (hit frequency here may not be typical).

How did CCC(C)C(=O)Nc1nc(C)c(-c2csc(Nc3cc(Cl)ccc3OC)n2)s1 (configuration not stated) do in these assays?
PAD4 FP inh: -4; MCL1 BIM primary: -7; Bcl-xL primary: -2; MEX-5 binding: 0.2; Fam108B inh: 10; PME-1 inh: 5; GLD-1 RNA inh: 3; GSTO1 inh: -5; TPT1 inhibitor: 3

Results for CC(=O)c1cccc(NC(=O)/C(=C\c2cccnc2)NC(=O)c2ccc(C)cc2)c1 ?
PAD4 FP inh: -5; MCL1 BIM primary: -2; Bcl-xL primary: 2; MEX-5 binding: 1.6; Fam108B inh: -2; PME-1 inh: 4; GLD-1 RNA inh: -6; GSTO1 inh: -3; TPT1 inhibitor: 0

What do the screens show for `CCOc1cccc2sc(N(CCN(C)C)C(=O)c3ccc4c(c3)OCCO4)nc12`?
PAD4 FP inh: -3; MCL1 BIM primary: 7; Bcl-xL primary: 3; MEX-5 binding: -0.3; Fam108B inh: 0; PME-1 inh: -1; GLD-1 RNA inh: 3; GSTO1 inh: 0; TPT1 inhibitor: -2

Results for COc1ccccc1/C=C/C(=O)OCC(=O)NNC(=O)c1ccccc1 ?
PAD4 FP inh: -3; MCL1 BIM primary: -10; Bcl-xL primary: -1; MEX-5 binding: 0.2; Fam108B inh: 4; PME-1 inh: -2; GLD-1 RNA inh: 6; GSTO1 inh: 4; TPT1 inhibitor: 2

Results for COc1ccc(/C=N\Nc2ccc([N+](=O)[O-])cc2)c(C(=O)O)c1OC ?
PAD4 FP inh: -8; MCL1 BIM primary: -20; Bcl-xL primary: -3; MEX-5 binding: 1.6; Fam108B inh: -1; PME-1 inh: -4; GLD-1 RNA inh: 5; GSTO1 inh: 10; TPT1 inhibitor: 38*

What do the screens show for `COc1ccccc1NCC(=O)NNC(C)C(=O)Nc1cccc(Cl)c1` (configuration not stated)?
PAD4 FP inh: -2; MCL1 BIM primary: 6; Bcl-xL primary: 2; MEX-5 binding: -1.0; Fam108B inh: 0; PME-1 inh: 3; GLD-1 RNA inh: 5; GSTO1 inh: 12; TPT1 inhibitor: -2

Results for CS(=O)(=O)N1CCN(c2ccccc2NC(=O)CSc2ccc(Cl)cc2)CC1 ?
PAD4 FP inh: -1; MCL1 BIM primary: 10; Bcl-xL primary: 8; MEX-5 binding: 2.0; Fam108B inh: 5; PME-1 inh: 23; GLD-1 RNA inh: 3; GSTO1 inh: 5; TPT1 inhibitor: -6

What do the screens show for `CCN(Cc1cnn(C)c1)C(=O)c1cc(COc2cc(C)c(Cl)c(C)c2)on1`?
PAD4 FP inh: 4; MCL1 BIM primary: 0; Bcl-xL primary: 5; MEX-5 binding: -0.5; Fam108B inh: -4; PME-1 inh: -1; GLD-1 RNA inh: -3; GSTO1 inh: 3; TPT1 inhibitor: -2

What do the screens show for `Cc1cccc(NC(=O)c2nc(-c3ccccc3)n(-c3ccccc3)n2)c1C`?
PAD4 FP inh: -3; MCL1 BIM primary: 3; Bcl-xL primary: 4; MEX-5 binding: 1.6; Fam108B inh: -2; PME-1 inh: 3; GLD-1 RNA inh: -1; GSTO1 inh: 11; TPT1 inhibitor: -7

What do the screens show for `CC1(C)CC(=O)C(C(=O)/C=C/c2ccco2)C(=O)C1`?
PAD4 FP inh: -6; MCL1 BIM primary: 5; Bcl-xL primary: 5; MEX-5 binding: -0.1; Fam108B inh: -4; PME-1 inh: -3; GLD-1 RNA inh: 10; GSTO1 inh: -3; TPT1 inhibitor: -1

Results for O=C(Nc1ccc2c(c1)OCCO2)C1CC1c1ccccc1 (configuration not stated) ?
PAD4 FP inh: -8; MCL1 BIM primary: 1; Bcl-xL primary: 2; MEX-5 binding: -0.8; Fam108B inh: 6; PME-1 inh: 7; GLD-1 RNA inh: 3; GSTO1 inh: 1; TPT1 inhibitor: 1

How did Cc1cc(C)cc(NC(=O)C2CCN(S(=O)(=O)c3ccc4c(c3)NC(=O)C(C)S4)CC2)c1 (configuration not stated) do in these assays?
PAD4 FP inh: -6; MCL1 BIM primary: 0; Bcl-xL primary: 4; MEX-5 binding: 5.5; Fam108B inh: -29; PME-1 inh: -22; GLD-1 RNA inh: -1; GSTO1 inh: -25; TPT1 inhibitor: -4

How did CCOC(=O)c1c(NC(=O)CSc2nc3ccccc3o2)sc(C)c1C do in these assays?
PAD4 FP inh: 3; MCL1 BIM primary: -5; Bcl-xL primary: -7; MEX-5 binding: 0.9; Fam108B inh: -8; PME-1 inh: -2; GLD-1 RNA inh: 5; GSTO1 inh: 3; TPT1 inhibitor: 1

What do the screens show for `Cc1cc2nc(-c3ccc[nH]c3=O)[nH]c2cc1C`?
PAD4 FP inh: -3; MCL1 BIM primary: 6; Bcl-xL primary: 6; MEX-5 binding: 0.9; Fam108B inh: 0; PME-1 inh: -2; GLD-1 RNA inh: 4; GSTO1 inh: -2; TPT1 inhibitor: 0

How did CC(=O)Nc1ccc(S(=O)(=O)Nc2cccc(-c3nc4ccccc4o3)c2)cc1 do in these assays?
PAD4 FP inh: -3; MCL1 BIM primary: 0; Bcl-xL primary: -1; MEX-5 binding: -0.2; Fam108B inh: -4; PME-1 inh: -49; GLD-1 RNA inh: 0; GSTO1 inh: -12; TPT1 inhibitor: 2

Results for Cc1cccnc1CC(C)NC(=O)c1cc(COc2cncc(Cl)c2)on1 (configuration not stated) ?
PAD4 FP inh: -4; MCL1 BIM primary: 6; Bcl-xL primary: 8; MEX-5 binding: 1.0; Fam108B inh: -4; PME-1 inh: 2; GLD-1 RNA inh: 3; GSTO1 inh: 4; TPT1 inhibitor: 0

What do the screens show for `COc1ccc(CC2(CO)CCN(S(=O)(=O)N(C)C)CC2)cc1`?
PAD4 FP inh: -4; MCL1 BIM primary: -5; Bcl-xL primary: -4; MEX-5 binding: 1.5; Fam108B inh: 4; PME-1 inh: 0; GLD-1 RNA inh: 0; GSTO1 inh: 5; TPT1 inhibitor: 1

Results for CC(=O)Oc1ccc2c(c1)cc(C)n2C ?
PAD4 FP inh: 5; MCL1 BIM primary: 8; Bcl-xL primary: 0; MEX-5 binding: 1.4; Fam108B inh: 3; PME-1 inh: 5; GLD-1 RNA inh: 4; GSTO1 inh: 7; TPT1 inhibitor: 0

What do the screens show for `OC(CNCc1ccccc1)c1ccccc1` (configuration not stated)?
PAD4 FP inh: 0; MCL1 BIM primary: 1; Bcl-xL primary: 5; MEX-5 binding: 0.1; Fam108B inh: 1; PME-1 inh: 0; GLD-1 RNA inh: -2; GSTO1 inh: 0; TPT1 inhibitor: -4

How did CCOc1ccccc1NC(=O)CN(c1cc(C)cc(C)c1)S(=O)(=O)c1c(C)noc1C do in these assays?
PAD4 FP inh: 5; MCL1 BIM primary: 4; Bcl-xL primary: 0; MEX-5 binding: -1.8; Fam108B inh: -2; PME-1 inh: 3; GLD-1 RNA inh: 4; GSTO1 inh: -3; TPT1 inhibitor: 1

How did CCn1c(SCc2ccc(Cl)cc2)nc2nc3c(cc2c1=O)CCCC3 do in these assays?
PAD4 FP inh: 0; MCL1 BIM primary: 4; Bcl-xL primary: 3; MEX-5 binding: 1.9; Fam108B inh: -3; PME-1 inh: -3; GLD-1 RNA inh: 3; GSTO1 inh: 1; TPT1 inhibitor: -4

What do the screens show for `CC(=O)OC[C@H]1O[C@@H](n2ccc(=O)[nH]c2=S)C(OC(C)=O)C1OC(C)=O` (some centres not stated)?
PAD4 FP inh: 1; MCL1 BIM primary: 8; Bcl-xL primary: 1; MEX-5 binding: -0.5; Fam108B inh: -1; PME-1 inh: -1; GLD-1 RNA inh: 6; GSTO1 inh: -2; TPT1 inhibitor: 1

What do the screens show for `Cc1ccc(S(=O)(=O)N/N=C\c2ccc([N+](=O)[O-])o2)cc1C`?
PAD4 FP inh: -5; MCL1 BIM primary: 10; Bcl-xL primary: 4; MEX-5 binding: 1.0; Fam108B inh: -2; PME-1 inh: 2; GLD-1 RNA inh: 10; GSTO1 inh: 2; TPT1 inhibitor: 2

How did Cc1nc(NCc2ccc(S(N)(=O)=O)cc2)c2c(C)c(C)sc2n1 do in these assays?
PAD4 FP inh: -5; MCL1 BIM primary: 8; Bcl-xL primary: 9; MEX-5 binding: -0.7; Fam108B inh: -4; PME-1 inh: -10; GLD-1 RNA inh: 5; GSTO1 inh: 1; TPT1 inhibitor: 3

Results for CCCc1cc(=O)oc2cc(C)cc(OCC(=O)Nc3ccccn3)c12 ?
PAD4 FP inh: 4; MCL1 BIM primary: 3; Bcl-xL primary: 5; MEX-5 binding: 2.9; Fam108B inh: -6; PME-1 inh: 1; GLD-1 RNA inh: 3; GSTO1 inh: -1; TPT1 inhibitor: -4

What do the screens show for `CC(=O)Nc1cccc(OCCCOc2ccc([N+](=O)[O-])cc2)c1`?
PAD4 FP inh: 3; MCL1 BIM primary: 0; Bcl-xL primary: 1; MEX-5 binding: -1.5; Fam108B inh: 1; PME-1 inh: 5; GLD-1 RNA inh: -6; GSTO1 inh: -7; TPT1 inhibitor: -2

How did CCc1cc(C(=O)c2ccc(OC)cc2)c(NC(=O)CN2CCCC2)s1 do in these assays?
PAD4 FP inh: 3; MCL1 BIM primary: -1; Bcl-xL primary: 3; MEX-5 binding: 0.9; Fam108B inh: -2; PME-1 inh: 0; GLD-1 RNA inh: 2; GSTO1 inh: 0; TPT1 inhibitor: -6

Results for O=C(O)Cn1cnc2c(=S)nc[nH]c21 ?
PAD4 FP inh: 2; MCL1 BIM primary: -3; Bcl-xL primary: 4; MEX-5 binding: 1.1; Fam108B inh: 3; PME-1 inh: 2; GLD-1 RNA inh: 1; GSTO1 inh: 9; TPT1 inhibitor: 2

What do the screens show for `O=C(Nc1ccc(C(=O)O)cc1)/C(=C\c1ccccc1)NC(=O)c1ccco1`?
PAD4 FP inh: -3; MCL1 BIM primary: 6; Bcl-xL primary: 0; MEX-5 binding: -1.8; Fam108B inh: 8; PME-1 inh: 0; GLD-1 RNA inh: -2; GSTO1 inh: 3; TPT1 inhibitor: -1

How did O=C(OCCNc1ncc(C(F)(F)F)cc1Cl)c1ccc(S(=O)(=O)N2CCOCC2)cc1 do in these assays?
PAD4 FP inh: 1; MCL1 BIM primary: 9; Bcl-xL primary: -1; MEX-5 binding: 0.6; Fam108B inh: 0; PME-1 inh: -5; GLD-1 RNA inh: 0; GSTO1 inh: -7; TPT1 inhibitor: 3

How did Cc1ccc(-c2csc3nc(CN(C)Cc4ccccc4)[nH]c(=O)c23)cc1 do in these assays?
PAD4 FP inh: -9; MCL1 BIM primary: -8; Bcl-xL primary: -2; MEX-5 binding: 7.4; Fam108B inh: -9; PME-1 inh: -9; GLD-1 RNA inh: -24; GSTO1 inh: 6; TPT1 inhibitor: 17

What do the screens show for `CN(C(=O)c1ccc2c(c1)C(=O)N(CCC1=CCCCC1)C2=O)C1CCCCC1`?
PAD4 FP inh: 0; MCL1 BIM primary: 1; Bcl-xL primary: 5; MEX-5 binding: -0.1; Fam108B inh: -1; PME-1 inh: 0; GLD-1 RNA inh: 7; GSTO1 inh: 7; TPT1 inhibitor: -3

Source: PubChem BioAssay
